M1 antag – blocks human M1 muscarinic receptor; P11229; CHO-K1 hM1, Fluo-8 calcium fluorescence, ACh EC80 antagonist; inhibition, % at 3 µM; actives 1.3% (n = 360,000); AID 588852;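 active = percent inhibition above its own plate's cutoff, namely the mean of that plate's compound wells plus 3 SD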;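 also: peak over basal fluorescence ratio during 140 s after agonist addition; 0% = ACh EC80 plus DMSO and 100% = DMSO alone without agonist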
Target sequence (P11229 whole entry, looked up): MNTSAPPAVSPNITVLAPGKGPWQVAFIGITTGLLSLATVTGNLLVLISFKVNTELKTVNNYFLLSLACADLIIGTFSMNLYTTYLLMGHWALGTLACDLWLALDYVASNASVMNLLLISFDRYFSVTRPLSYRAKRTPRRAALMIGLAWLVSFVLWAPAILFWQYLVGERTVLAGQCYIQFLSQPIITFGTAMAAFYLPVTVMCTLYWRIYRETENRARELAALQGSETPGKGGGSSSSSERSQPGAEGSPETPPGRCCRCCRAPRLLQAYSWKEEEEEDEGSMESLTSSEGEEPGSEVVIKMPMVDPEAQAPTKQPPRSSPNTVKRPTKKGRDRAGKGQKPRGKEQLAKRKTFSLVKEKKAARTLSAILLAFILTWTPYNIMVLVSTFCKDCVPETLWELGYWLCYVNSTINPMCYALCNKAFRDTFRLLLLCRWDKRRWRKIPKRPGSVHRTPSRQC
CHRM4 agonist – CHRM4 agonism in calcium assay. P08173. CHO-K1 hM4/Gqi5, Fluo-8 calcium fluorescence; vehicle 0%, full acetylcholine response 100%. activation, % at 3 µM. actives 0.14% (n = 360,000). AID 624127;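 active = activation above the run mean over all test wells plus 3 SD, cut at about 32% in these data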;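 also: peak over basal fluorescence ratio per well then scaled between controls; 0% = DMSO wells and 100% = acetylcholine at EC100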
Target sequence (P08173 whole entry, looked up): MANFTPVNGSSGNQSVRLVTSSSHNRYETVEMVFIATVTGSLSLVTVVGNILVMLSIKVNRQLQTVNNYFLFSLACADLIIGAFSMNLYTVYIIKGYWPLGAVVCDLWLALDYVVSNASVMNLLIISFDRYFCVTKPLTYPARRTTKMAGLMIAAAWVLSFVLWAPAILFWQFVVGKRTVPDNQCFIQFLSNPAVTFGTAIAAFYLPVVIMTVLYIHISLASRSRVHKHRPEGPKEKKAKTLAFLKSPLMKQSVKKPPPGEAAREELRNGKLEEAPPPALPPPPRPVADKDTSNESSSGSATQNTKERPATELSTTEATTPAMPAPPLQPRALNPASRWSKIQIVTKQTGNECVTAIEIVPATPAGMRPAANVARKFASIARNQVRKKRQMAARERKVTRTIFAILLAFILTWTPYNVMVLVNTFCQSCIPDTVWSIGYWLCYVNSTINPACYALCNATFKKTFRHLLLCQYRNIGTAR
CHRM1 agonist – activates human CHRM1 receptor; P11229; actives 0.33% (n = 360,000); activation, % at 3 µM; CHO-K1 hM1, Fluo-8 calcium fluorescence, agonist mode; 0% DMSO, 100% acetylcholine EC100;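 active = activation above the run's mean compound activation plus 3 SD, cut at about 16% in these data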;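 also: peak over basal fluorescence ratio within a 140 s kinetic read after compound addition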
CHRM1 PAM – potentiates human M1 receptor response to acetylcholine; P11229; CHO-K1 hM1, Fluo-8 calcium fluorescence, ACh EC20; 0% = ACh EC20, 100% = maximal ACh; activation, % at 3 µM; actives 0.088% (n = 360,000); in the data active = activation above about 19%, passing the limit was not always enough
CHO-K1 Ca ag – counter-screen for M1 agonists: effect in parental CHO-K1 cells; actives 0.48% (n = 360,000); AID 602248; Fluo-8 calcium fluorescence; scaled to maximal ATP response, vehicle zero; activation, % at 3 µM; in the data active = activation above about 15%;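 also: untransfected CHO-K1 host cells lacking M1 receptor as counterscreen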
CHO parental Ca – signal in parental CHO cells, OX1R antagonist counter-screen. parental CHO-K1, ATP-induced calcium, Fluo-8 fluorescence. inhibition, % at 5.6 µM. actives 0.63% (n = 330,000). AID 463079;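 active = inhibition above that plate's mean sample inhibition plus 3 SD, cut at about 26% in these data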;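 also: 0% = ATP-challenged DMSO wells and 100% = DMSO wells without ATP; some compounds past the cut are filed as inactive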
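test system = CHO parental line | reagent = ATP stimulus | measured by = intracellular calcium via Fluo-8 no-wash fluorescent dye | control set = ATP and no-ATP DMSO wells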
OXTR potentiator – potentiates the human oxytocin receptor response | CHO-OTR cells, Fluo-8 calcium fluorescence, potentiator mode; 0% = oxytocin EC15, 100% = EC100 | activation, % at 3 µM | actives 0.061% (n = 320,000);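 active = activation above that plate's cutoff, the mean activation of tested compounds plus 3 SD, cut at about 6.6% in these data, passing the limit was not always enough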;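 also: 100% uses oxytocin at 75 nM as the full agonist control; some results filed as inactive read as strong as hits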
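test system = CHO-OTR cells, human receptor | compound = single-point 3.0 µM | schedule = 6 min compound pre-incubation at room temperature, 100 s kinetic read | signal = Fluo-8 no-wash calcium dye fluorescence, excitation 470-495 nm, emission 515-575 nm | repeats = single well per compound, singlicate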
CHO-K1 Ca antag – M1 antagonist counterscreen hit in parental CHO-K1 cells; ATP-induced calcium, Fluo-8 fluorescence; inhibition, % at 3 µM; actives 0.6% (n = 360,000); AID 602250;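 active = inhibition above a per-plate cutoff, the plate's mean sample inhibition plus 3 SD, cut at about 24% in these data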;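 also: 0% = DMSO plus EC80 ATP and 100% = DMSO alone without ATP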
M4 antag – blocks acetylcholine activation of human M4 receptor; P08173; inhibition, % at 3 µM; AID 624125; actives 0.73% (n = 360,000); CHO-hM4 cells, ACh EC80, Fluo-8 calcium fluorescence;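 active = inhibition above its plate's cutoff, the mean inhibition of sample wells plus 3 SD, cut at about 27% in these data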;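 also: 0% = acetylcholine EC80 with DMSO and 100% = DMSO without agonist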
The depositor's hits bear a star; nt = no result given.

Value order: CHRM1 agonist	M1 antag	CHO parental Ca	CHO-K1 Ca ag	OXTR potentiator	CHRM1 PAM	CHRM4 agonist	CHO-K1 Ca antag	M4 antag
- CC(=O)N1CCN(S(=O)(=O)c2cccc(C(=O)NCCc3ccc(Cl)cc3)c2)CC1
 : -6	4	-20	0.5	-1	-5	3	-1	-2
- Cc1ccc(CC(=O)O/N=C(\N)c2cccc([N+](=O)[O-])c2)cc1
 : -8	-6	-10	0.2	-11	7	0	1	6
- CN(Cc1ccco1)C(=O)C1CCCN(c2ncnc3c2nc2n3CCCCC2)C1 (stereo not drawn)
 : -4	-11	-26	1.2	-7	3	2	-2	-6
- CC(C)c1ccc2oc(=O)cc(CN3CCOCC3)c2c1
 : -4	-2	-6	-0.3	-1	0	2	-2	-31
- C/C(=N/NS(=O)(=O)c1ccc(F)cc1)c1ccc(NC(=O)c2ccc(C)o2)cc1
 : -4	6	-3	0.5	-11	-4	0	-10	5
- O=C(CSc1nc2ccccc2o1)N1CCOCC1
 : -2	3	0	0.1	-2	0	1	0	2
- COc1ccccc1NC=C1C(=O)OC(C)(C)OC1=O
 : -4	-1	-8	0.0	-8	9	1	1	5
- CCN(c1ccc2c(c1)OCO2)S(=O)(=O)c1cc2c(cc1Br)CCN2C(=O)C1CC1
 : -5	-15	nt	1.2	nt	3	1	-19	-11
- CCOC(=O)c1nn(-c2ccccc2F)c2nc(-c3ccco3)c(C#N)c(=O)n12
 : -5	14	-17	3.7	-5	-6	8	-1	6
- CCC(Sc1nc2ccccc2c(=O)[nH]1)C(=O)Nc1ccc(C(C)=O)cc1 (stereo not drawn)
 : -13	4	11	4.3	-15	0	5	-10	-3
- CNC(=O)c1[nH]nc2c1CCc1cc(OC)ccc1-2
 : -4	-5	-14	0.8	-7	5	0	-9	4
- CCn1c(Cc2ccccc2)nnc1SCC(=O)NC1CC1
 : -4	-14	10	0.6	-10	8	0	-2	5
- NC(=S)N/N=C/c1ccccc1O
 : -3	-10	17	0.7	-7	8	1	-4	1
- CCc1cc(=O)[nH]c(SC/C=C/c2ccccc2)n1
 : 4	-19	3	3.3	0	17	0	-10	3
- CSc1ccc(CN(C)C(=O)C(Cc2ccccc2)NC(=O)c2ccccc2)cc1 (stereo not drawn)
 : 0	44*	-23	7.5	-13	-14	22	2	9
- COC(=O)[C@]1(C)N[C@H](CN(C)S(=O)(=O)c2ccc(C(F)(F)F)cc2)[C@@H]2C(=O)N(C)C(=O)[C@@H]21
 : -2	-6	-11	1.2	0	8	0	-9	-26
- COCC1CCN(Cc2c(C(=O)N3CCc4ccccc4C3)nc3ccc(Cl)cn23)C1 (stereo not drawn)
 : -4	-5	nt	0.6	nt	8	2	-2	-3
- CCCc1c(C(=O)O)cnn1-c1ccc(Cl)cc1
 : -1	-2	2	2.8	5	0	13	-6	-7
- Nc1ncnc(N2CCOCC2)c1N
 : -7	-3	1	0.3	-13	5	1	-6	-2
- NC(=O)c1ccc(NC(=O)COc2cccc3ccccc23)cc1
 : -1	-17	-4	4.5	0	8	10	-6	1
- CC1(C(=O)NS(=O)(=O)c2ccccc2Cl)CCN1C(=O)CC(c1ccccc1)c1ccccc1 (stereo not drawn)
 : -1	-7	nt	0.1	nt	9	1	-12	-7
- CCOC(=O)[C@]12CCCC=C1N(Cc1ccc3c(c1)OCO3)C(=O)[C@H](CC(=O)NCCCOC)C2
 : nt	nt	nt	1.1	nt	nt	1	-18	2
- CCCC(=O)Nc1ccccc1NC(=O)CN(C)S(=O)(=O)c1ccc(C)cc1
 : 0	-5	-13	-0.1	-13	5	1	-2	0
- Cc1ccc(-n2c(SCC(=O)NCC3CCCO3)nc3ccccc3c2=O)cc1C (stereo not drawn)
 : -3	-15	-7	-0.3	-3	4	2	1	-18
- CCCCCCCNC(=O)C1(CC2CC(c3ccc(Cl)cc3)=NO2)CCN(C(=O)OC(C)(C)C)CC1 (stereo not drawn)
 : -7	3	-19	1.1	-2	-5	2	-6	9
- CC(=O)NCC(=O)NC(Cc1ccccc1)C(N)=O (stereo not drawn)
 : -3	0	-6	0.1	-1	4	1	0	4
- CCOP(=O)(OCC)C(NC(=O)Nc1cccc(Cl)c1)c1ccccc1 (stereo not drawn)
 : -4	0	-12	1.7	-4	4	7	-3	-16
- CCN(CC)C(=O)c1sc2nc(N3CCOCC3)c3c(c2c1N)CCCC3
 : -2	-2	-23	0.8	-9	4	1	-6	-6
- CCc1ccc(C(=O)NC(C(=O)O)C(C)C)cc1 (stereo not drawn)
 : -5	-9	-1	0.6	-16	13	0	-8	8
- Cc1cc2c(cc1S(=O)(=O)NCc1ccccc1Cl)OCCN2C
 : -1	2	-23	-0.1	-2	0	2	2	-8

In the list so far, these contain a furan ring, fused or not.
Value order: CHRM1 agonist	M1 antag	CHO parental Ca	CHO-K1 Ca ag	OXTR potentiator	CHRM1 PAM	CHRM4 agonist	CHO-K1 Ca antag	M4 antag
- CN(Cc1ccco1)C(=O)C1CCCN(c2ncnc3c2nc2n3CCCCC2)C1 (stereo not drawn)
 : -4	-11	-26	1.2	-7	3	2	-2	-6
- C/C(=N/NS(=O)(=O)c1ccc(F)cc1)c1ccc(NC(=O)c2ccc(C)o2)cc1
 : -4	6	-3	0.5	-11	-4	0	-10	5
- CCOC(=O)c1nn(-c2ccccc2F)c2nc(-c3ccco3)c(C#N)c(=O)n12
 : -5	14	-17	3.7	-5	-6	8	-1	6

The results go on.
Value order: CHRM1 agonist	M1 antag	CHO parental Ca	CHO-K1 Ca ag	OXTR potentiator	CHRM1 PAM	CHRM4 agonist	CHO-K1 Ca antag	M4 antag
- Cc1ccc(-c2c[n+](CC(=O)Nc3nc(-c4ccccc4)cs3)c3n2CCC3)cc1
 : -3	0	-11	4.6	4	-4	12	-1	5
- CCOc1ccc(S(=O)(=O)NCC2CCCO2)cc1 (stereo not drawn)
 : -4	-3	1	-0.3	-2	5	0	3	0
- c1ccc(CSc2nnc(Cc3ccccn3)o2)cc1
 : -4	-2	-18	0.8	-21	5	0	-8	-2
- Cc1ccc2cccc(NC(=S)NC(=O)c3ccn(C)n3)c2n1
 : -8	-18	-42	1.1	-6	-3	7	-13	4
- Cc1csc(NC(=O)CSc2nnc3c4ccccc4nc(C(C)(C)C)n23)n1
 : -6	-5	-31	0.5	-8	4	1	-15	0
- CC(C)(O)C#Cc1ccc(CN2CCN(CCc3ccccc3)C(CCO)C2)s1 (stereo not drawn)
 : -13	3	-17	0.2	-2	-9	1	-10	-1
- CN1C(=O)[C@H]2[C@@H](c3ccc(C(F)(F)F)cc3)N[C@]3(CCCN(Cc4ccc(C(F)(F)F)cc4)C3=O)[C@H]2C1=O
 : -7	-2	nt	0.2	nt	-1	1	-19	-5
- O=[N+]([O-])c1cccc(/C=N/N2CCN(c3ccccn3)CC2)c1
 : -8	-8	-1	2.8	-7	10	2	-12	3
- COc1cc(C(C)=O)ccc1OCC(=O)OCCCOC(=O)COc1ccc(C(C)=O)cc1OC
 : -3	0	-7	2.4	-9	7	5	-8	1
- CSc1ccccc1N=CC1=C(O)CC(C)(C)CC1=O
 : -7	-6	-7	0.3	-11	-3	3	0	6
- N#CC1(NC(=O)COC(=O)CNC(=O)c2sc3ccccc3c2Cl)CCCCC1
 : -3	9	-16	2.0	-8	-4	6	-15	-12
- COC(=O)CCSCC(=O)Nc1ccc(S(=O)(=O)N2CCOCC2)cc1OC
 : -4	-9	-6	0.6	-2	4	2	-4	-6
- O=C1C=C(c2cc3ccccc3s2)CCC1
 : -8	-3	7	-0.1	-2	-1	3	-11	-20
- CC1=[N+]([O-])C(C)(C)C(C)N(O)C1=O (stereo not drawn)
 : 0	-6	-6	-0.4	-11	7	0	2	0
- CCOC(=O)C1CCN(C(=O)c2ccc(SC)cc2OC)CC1
 : -2	-28	-13	0.3	-8	6	1	-14	-12
- CCC(Cc1ccccc1)NS(=O)(=O)c1csc(C(N)=O)c1 (stereo not drawn)
 : 0	-18	-25	0.3	-3	16	1	-3	0
- Oc1ccc(Cl)cc1/C=N/c1nc2ccccc2[nH]1
 : -2	-2	2	0.6	-2	-2	1	-20	2
- Cc1cc(C)n(-c2nc(NCCN(C)C)c3c4c(sc3n2)CCCC4)n1
 : -1	-20	-13	5.2	-10	15	9	-14	7
- Cc1ccccc1N1CCN(C2CCCN(C(=O)CN3CCCC3=O)C2)CC1 (stereo not drawn)
 : -3	-11	-5	0.5	4	8	1	-6	-9
- Cc1ccccc1NC(=O)c1cccc(S(=O)(=O)Oc2ccc([N+](=O)[O-])cc2)c1
 : 2	4	-11	3.5	-7	-1	6	0	7
- CC(=O)NCCC(=O)Nc1nc2c(ccc3ccccc32)s1
 : -3	-10	0	1.0	-12	6	3	-6	-6
- C1=C(c2cccc3ccccc23)N2CCN=C2S1
 : -6	6	-15	0.1	3	-7	1	-6	0

3 structures already listed, sorted by formula weight, highest first.
Value order: CHRM1 agonist	M1 antag	CHO parental Ca	CHO-K1 Ca ag	OXTR potentiator	CHRM1 PAM	CHRM4 agonist	CHO-K1 Ca antag	M4 antag
- CCOC(=O)[C@]12CCCC=C1N(Cc1ccc3c(c1)OCO3)C(=O)[C@H](CC(=O)NCCCOC)C2
 : nt	nt	nt	1.1	nt	nt	1	-18	2
- O=[N+]([O-])c1cccc(/C=N/N2CCN(c3ccccn3)CC2)c1
 : -8	-8	-1	2.8	-7	10	2	-12	3
- CC(=O)NCC(=O)NC(Cc1ccccc1)C(N)=O (stereo not drawn)
 : -3	0	-6	0.1	-1	4	1	0	4

Just CHO-K1 Ca antag, for 4 of the compounds above:
molecule	CHO-K1 Ca antag
COC(=O)CCSCC(=O)Nc1ccc(S(=O)(=O)N2CCOCC2)cc1OC	-4
Cc1cc(C)n(-c2nc(NCCN(C)C)c3c4c(sc3n2)CCCC4)n1	-14
CN1C(=O)[C@H]2[C@@H](c3ccc(C(F)(F)F)cc3)N[C@]3(CCCN(Cc4ccc(C(F)(F)F)cc4)C3=O)[C@H]2C1=O	-19
COc1cc(C(C)=O)ccc1OCC(=O)OCCCOC(=O)COc1ccc(C(C)=O)cc1OC	-8
